Compound activity as filed in PubChem BioAssay.
Cycloheximide cs: counter-screen hit for Shiga toxin inhibitors, cycloheximide. cell reporter, cycloheximide protein synthesis inhibition counterscreen. AID 2314. max response, %. 300,000 tested, 12% active; in the data active = max response mostly above about 13%, no sharp cut-off; inactive = mostly below about 14%; note: read at 38.3 µM for the half of the compounds with a filed dose; 0% is about no effect
Shiga toxin inh: Shiga toxin inhibition; 290,000 tested, 9.2% active; inhibition, % at 38.7 µM; Vero cells, Shiga toxin protein synthesis inhibition reporter; AID 2315; in the data active = inhibition mostly above about 28%, no sharp cut-off; inactive = mostly below about 43%; note: 0% is about no effect
AmpC inh no detg: AmpC beta-lactamase inhibition without detergent; P00811; AmpC nitrocefin hydrolysis, absorbance 480 nm, 0.0001% Triton; Potency, µM (titrated, usually from 57.1 µM), inactives show top-dose activity change, negative = inhibition, usual class: inhibitors; 330,000 tested, 0.52% active;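 note: potency is the fitted concentration of half-maximal effect; plate controls were no compound for no effect and no enzyme for full effect; nearly all actives have a fitted effect of over 20% in size; some results filed as inactive show a strong effect at the top dose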
Target sequence (P00811 whole entry, looked up): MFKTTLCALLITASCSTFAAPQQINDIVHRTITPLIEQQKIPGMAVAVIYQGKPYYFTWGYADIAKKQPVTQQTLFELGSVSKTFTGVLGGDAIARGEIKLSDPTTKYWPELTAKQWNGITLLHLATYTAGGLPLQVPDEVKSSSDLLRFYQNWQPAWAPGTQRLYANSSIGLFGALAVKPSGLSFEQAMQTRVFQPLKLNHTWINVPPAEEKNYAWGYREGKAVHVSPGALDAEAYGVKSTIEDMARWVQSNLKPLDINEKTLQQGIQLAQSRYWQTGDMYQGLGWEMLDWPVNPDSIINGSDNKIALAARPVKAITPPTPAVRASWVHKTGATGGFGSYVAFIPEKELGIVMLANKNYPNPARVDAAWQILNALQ
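AmpC (5.3 nM in the dispensed reagent) in 20 mM phosphate pH 7.0 with 0.01% (detergent screen) or 0.0001% Triton X-100 was preincubated with compounds for 15 min at room temperature. Nitrocefin was then added from an 800 uM solution, and hydrolysis was followed at 480 nm.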
FBPA Giardia inh: blocks Giardia fructose-bisphosphate aldolase activity. AID 2451. A8B2U2. purified Giardia FBPA. 290,000 tested, 0.71% active. Potency, µM (top dose mostly 59.6 µM), without a hit: at the highest dose activity, negative = inhibition, most hits filed as inhibitors; note: potency is the fitted concentration of half-maximal effect; % is set by controls: 0 for no effect and ±100 for the full control effect; nearly all actives have a fitted effect of over 55% in size
Target sequence (A8B2U2 whole entry, looked up): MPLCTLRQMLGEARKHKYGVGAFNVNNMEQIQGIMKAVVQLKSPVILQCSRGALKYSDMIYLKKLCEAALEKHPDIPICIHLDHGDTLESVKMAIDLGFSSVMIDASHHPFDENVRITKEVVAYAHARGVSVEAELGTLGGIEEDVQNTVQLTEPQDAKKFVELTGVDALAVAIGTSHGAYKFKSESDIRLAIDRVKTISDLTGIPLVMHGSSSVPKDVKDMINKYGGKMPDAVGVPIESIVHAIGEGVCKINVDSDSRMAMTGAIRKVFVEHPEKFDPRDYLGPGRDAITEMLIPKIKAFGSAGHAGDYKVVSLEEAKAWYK
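Giardia FBPA (40 nM reagent) was preincubated 10 min at RT with compound (up to 57.5 uM final), then substrate plus GAPDH/TPI/NAD/arsenate coupling system with diaphorase/resazurin was added; resorufin fluorescence (525/598 nm) was read after 20 min.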
AMA1-RON2 inh: AMA1-RON2 (P. falciparum) interaction inhibition | AlphaScreen AMA1-biotinylated RON2 peptide binding | Potency, µM (doses to about 58.2 µM), for the others: at the highest dose activity change, negative = inhibition, most hits filed as inhibitors | 360,000 tested, 0.2% active | AID 720542;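 note: potency is the fitted concentration of half-maximal effect; 0% = vehicle wells and -100% = peptide control; nearly all actives have a fitted effect of over 45% in size; some results filed as inactive show a strong effect at the top dose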
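AMA1 (3D7) with his tag at 25 nM final met compounds first, then biotinylated RON2 peptide at 25 nM; detection used donor plus acceptor beads, 10 µg/mL apiece, read by AlphaScreen after 30 min at room temperature.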
HCMV inh: human cytomegalovirus inhibition. HFF cells, HCMV-luciferase reporter, 72 h; hits give low values. 410,000 tested, 4.5% active. activity change, negative = inhibition, % at 57.5 µM. AID 1259415; in the data active = activity change below about -60%; inconclusive = no clear call, values can overlap the other calls; inactive = above about -39%; note: % is set by controls: 0 for no effect and ±100 for the full control effect
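Steps: HFFs plated, 16 h 37C; compounds added; HCMV-luciferase added to MOI 1 PFU/cell; 72 h 37C; OneGlo reagent, 5 min room temperature; luminescence read, normalized to controls.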
AmpC detergent: inhibitors of E. coli AmpC beta-lactamase with detergent; AmpC hydrolysis of nitrocefin, absorbance 480 nm, 0.01% Triton; 370,000 tested, 0.041% active; P00811; Potency, µM (series often up to 114 µM), without a hit: at the top dose activity change, negative = inhibition, usual class: inhibitors;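 note: potency is the fitted concentration of half-maximal effect; 0% = no-compound wells and -100% = no-enzyme wells; nearly all actives have a fitted effect of over 25% in size; some results filed as inactive show a strong effect at the top dose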
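20 mM phosphate pH 7.0 + 0.01% (detergent screen) or 0.0001% Triton X-100; 5.3 nM AmpC reagent; cpd preinc 15 min RT; nitrocefin (800 uM stock) to start; A480 q20 s × 4 min; Activity was normalised to no-enzyme and no-compound control wells.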
An asterisk follows results filed as active; u = inconclusive; x = no result given; [ ] = another dose, or the depositor's remark. Unless noted, calls come from the whole dose curve; as a rule, active = well fitted curve in the direction sought with a large enough effect; inconclusive = small, poorly fitted or top-dose-only effect, or another doubt; inactive = no such curve, though single readings can be large; an effect the other way counts as inactive or inconclusive.

SMILES | Cycloheximide cs | Shiga toxin inh | AmpC inh no detg | FBPA Giardia inh | AMA1-RON2 inh | HCMV inh | AmpC detergent
CC(Oc1ccc(Cl)cc1Cl)c1ccn[nH]1 (stereo not drawn) | 1 | 15 | -18% | -3% | -3% | -25 | 3%
CCCCN(C(=O)CNC(=O)c1cccs1)C(C(=O)NC1CCCC1)c1ccncc1 (stereo not drawn) | 28* | 46 | -27% | u | -3% | u | 3%
COc1ccc(C)cc1NC(=O)Cn1c(=O)oc2ccccc21 | 1 | 29 | 1% | -4% | 0% | 31 | 1%
Cc1cc(C)n(S(=O)(=O)c2ccccc2[N+](=O)[O-])n1 | 1 | -20 | -14% | 6% | -8% | -60* | u
Cc1ccc2c(c1)N(CCCC(=O)NCc1ccc3c(c1)OCO3)C(=O)CO2 | -4 | 17 | 8% | 5% | -6% | -33 | u
CC(=O)N=c1sccn1CC(O)c1ccc(Br)cc1 (stereo not drawn) | 3 | -10 | -7% | -8% | -3% | -31 | -1%
C=CCOc1cccc(C2C(C(=O)c3ccco3)=C(O)C(=O)N2Cc2ccco2)c1 (stereo not drawn) | 1 | 17 | -38% | -28% | -21% | -1 | 0%
CNC(=O)C(C#N)(Cc1cc(C(C)=O)ccc1OC)Cc1cc(C(C)=O)ccc1OC | 2 | -15 | 196%[activator] | x | -18% | 5 | -1%
Cc1ccc(S(=O)(=O)N(CC(=O)Nc2cccc(C(F)(F)F)c2)C(=O)N2CCN(C)CC2)cc1 | x | x | 207%[activator] | x | -8% | -20 | 8%
O=C(c1ccccc1)C(C(=O)N1CCc2ccccc2C1)n1ccccc1=O (stereo not drawn) | -3 | -15 | -3% | 1% | -1% | 5 | u
Cc1ccnc(N2C(=O)c3ccccc3C2Nc2ccccc2Cl)c1 (stereo not drawn) | 9 | 29* | -44% | 1% | 1% | -10 | -11%
O=C(O)C(c1ccccc1)N1C(=O)/C(=C\c2ccc(-c3ccccc3Cl)o2)SC1=S (stereo not drawn) | 4 | 46 | -42% | -7% | 25% | u | u
C[C@@H]1C(=O)N(S(=O)(=O)c2ccc([N+](=O)[O-])cc2)[C@H]1c1ccccc1 | 6 | 29 | x | u | x | x | x
O=C(NCCCCc1ccccc1)c1cccc([N+](=O)[O-])c1 | -3 | -8 | -21% | -3% | -5% | -20 | -4%
O=C(N/N=C/C=C\c1ccccc1[N+](=O)[O-])c1cc(-c2ccccc2)nc2ccccc12 | 1 | 17 | -24% | 1% | 30%[activator] | -24 | -4%
Nc1cc(Cl)c(N)cc1Cl | -4 | -6 | -29% | -4% | 19% | 58 | -13%
CCOC(=O)N1CCN(C(=O)c2ccccc2Oc2ccccc2)CC1 | -2 | -8 | 37% | 16% | -8% | 65 | -3%
CC(=NCCCO)c1c(O)n(Cc2ccccc2)c(=O)[nH]c1=O | -3 | 1 | -7% | 5% | -2% | 35 | 1%
O=C(Cn1cnc2c(nnn2Cc2ccc(F)cc2)c1=O)NCC1CCCO1 (stereo not drawn) | -2 | 8 | 0% | -1% | 11% | 43 | -2%
CN(C)N=Nc1ccc(S(=O)(=O)/N=C(\O)c2ccccc2)cc1 | -1 | -9 | -17% | 5% | 12% | 1 | 1%
CCC(=O)Nc1cc(Cl)ccc1N1CCN(C(=O)CC)CC1 | -2 | -5 | 13% | -10% | -2% | -15 | -13%
CCOc1ccccc1NC(=O)N1CCCC1C(=O)NCc1cccs1 (stereo not drawn) | -4 | 6 | -1% | -7% | -5% | 107 | -9%
O=C(CN(C(=O)c1csnn1)c1ccc(Br)cc1)NC1CCCC1 | -2 | -6 | -10% | 3% | -1% | -21 | u
CC1=C([N+](=O)[O-])C(c2ccc(Cl)cc2)NC(=O)N1C (stereo not drawn) | 1 | -7 | -18% | 11% | 0% | -24 | -8%
COc1cc(SC)ccc1C(=O)Nc1ccc(Br)cn1 | 31* | 76* | -10% | -12% | 6% | -83* | 0%
O=C(COC(=O)/C=C/c1ccccc1[N+](=O)[O-])Nc1ccc2[nH]c(=O)[nH]c2c1 | x | x | -29% | x | -13% | 40 | x
CCCCNC(=O)Nc1nnc(SCC(=O)OCC)s1 | 1 | -8 | -26% | 0% | 6% | -15 | 5%
COC(=O)/C=C1\SC(=Nc2ccc(Cl)c(Cl)c2)NC1=O | 12 | 16 | -32% | 9% | 8% | 13 | -15%
COc1ccc(C(C)=O)cc1CSc1nnc(C)n1-c1ccccc1 | -7 | -2 | -6% | 6% | 3% | -1 | -8%
NC(=O)C1CCN(C(=O)COc2ccc(S(=O)(=O)NC3CCCC3)cc2)CC1 | 8 | -3 | -16% | -5% | 2% | -15 | -7%
COc1cc(N)ccc1NC(=O)c1cccs1 | 13* | 6 | 17% | -19% | -2% | 5 | -2%
CCCCCn1c(=O)[nH]c2cc(C(=O)N3CCN(c4ccc(C(C)=O)cc4)CC3)ccc2c1=O | -3 | -1 | 9% | 6% | 8% | -74* | -1%
CC(C)CCN1CC(=O)N2Cc3[nH]c4ccccc4c3C[C@H]2C1=O | 1 | -7 | 36% | 6% | 4% | -28 | u
CSc1nsc(SC)c1NC(=O)N1CCCCC1 | -7 | -19 | -17% | 0% | -4% | 12 | 0%
O=C(CCn1cnc(-c2ccccc2)c1-c1ccccc1)N/N=C/c1ccc(O)cc1 | 3 | -15 | -27% | -6% | 0% | u | -10%
Cc1nnn(-c2nonc2N)c1C(=O)N/N=C/c1ccccc1O | 0 | 19 | -34% | -11% | 61%[activator][2.32 µM] | -14 | -10%
C[C@@H](NC(=O)c1[nH]cnc1C(=O)Nc1ccon1)c1ccccc1 | x | x | -12% | x | 144%[activator] | 99 | 2%
C#CCOCCOCCOCCNc1nc(N2CCN(C(=O)CCCCCCCCCCNC(=O)[C@@H](CCC(=O)O)n3cc(CCCCCN)nn3)CC2)nc(N2CCN(C(=O)CCCCCCCCCCNC(=O)[C@H](CCCCN)n3cc(C[C@@H](C)CC)nn3)CC2)n1 | x | x | 393%[activator] | x | u | x | 0%
CC1(C2CC2)NC(=O)N(CC(=O)Nc2ccccc2F)C1=O (stereo not drawn) | x | x | -2% | x | 4% | -9 | -11%
CC(C)Nc1nc(NC(C)C)nc(C(N)=O)n1 | -1 | -17 | -8% | 7% | 1% | 72 | u
Cc1ccc2nc3c(nc2c1)-c1ccccc1C3=O | 20* | 32* | -10% | 6% | -20% | 92 | -11%
CC(=O)NC(NC(=S)Nc1ccc(N=Nc2ccccc2C)cc1C)C(Cl)(Cl)Cl (stereo not drawn) | 29* | 114* | -14% | 0% | -7% | 25 | -9%
COc1ccc(-c2ccc3ccccc3n2)cc1OC | 46* | 133* | 31% | -1% | 5% | 61 | 1%
COc1ccccc1NC(=O)CCC(=O)Nc1nnc(C(F)(F)F)s1 | -8 | -9 | -7% | 7% | 5% | 1 | -18%
O=C(COC(=O)C1CCCCC1)NCc1ccc(Cl)cc1 | x | x | -14% | x | 6% | -15 | x

An excerpt from above, showing only AMA1-RON2 inh and Shiga toxin inh:
smiles	AMA1-RON2 inh	Shiga toxin inh
CC(C)CCN1CC(=O)N2Cc3[nH]c4ccccc4c3C[C@H]2C1=O	4%	-7
COc1ccccc1NC(=O)CCC(=O)Nc1nnc(C(F)(F)F)s1	5%	-9

As entered above.
Under Cycloheximide cs, C[C@@H]1C(=O)N(S(=O)(=O)c2ccc([N+](=O)[O-])cc2)[C@H]1c1ccccc1 shows 6
Under FBPA Giardia inh, CC(=O)N=c1sccn1CC(O)c1ccc(Br)cc1 (stereo not drawn) shows -8%
Under AmpC inh no detg, COc1cc(SC)ccc1C(=O)Nc1ccc(Br)cn1 shows -10%
Under HCMV inh, CCCCNC(=O)Nc1nnc(SCC(=O)OCC)s1 shows -15

(continued)
SMILES | Cycloheximide cs | Shiga toxin inh | AmpC inh no detg | FBPA Giardia inh | AMA1-RON2 inh | HCMV inh | AmpC detergent
O=C(Nc1nc2ccccc2s1)C1CCCN1S(=O)(=O)c1ccc(Cl)cc1 (stereo not drawn) | 1 | -6 | -42% | -7% | -7% | 43 | -8%
COC(=O)[C@@]1(Cc2ccccc2)[C@H]2C(=O)N(Cc3ccccc3)C(=O)[C@H]2[C@H]2CN=C(SCc3ccc(C#N)cc3)N21 | x | x | 0% | x | 11% | -24 | x
COc1ccc(Cl)cc1NC(=S)NCc1ccccn1 | 14 | 2 | -25% | -11% | 56%[activator] | -7 | u
C=CCn1c(CNc2ccc(C)cc2)nnc1SCC(=O)N/N=C/c1ccc(O)cc1 | 1 | -9 | -40% | 5% | 0% | 7 | -3%
COc1ccc(S(=O)(=O)N2CCCCCC2)cc1NC(=O)CN1C(=O)NC(C)(c2ccc(C)cc2)C1=O (stereo not drawn) | x | x | 0% | x | 12% | 0 | -4%
Cc1ccc(S(=O)(=O)N2CCc3c2cc([N+](=O)[O-])cc3[N+](=O)[O-])cc1 | -1 | 24 | -56% | 0% | -13% | -17 | 3%
COc1ccc(NC(=O)CN(c2cc(C)cc(C)c2)S(=O)(=O)c2c(C)noc2C)cc1OC | 0 | -8 | 127%[activator] | -1% | -2% | 72 | -7%
c1nc2nc3c(c(N4CCOCC4)n2n1)CCCC3 | 1 | 13 | -13% | 3% | 4% | 33 | -9%
Cc1ccc(NC(=O)COC(=O)CNC(=O)c2cccc([N+](=O)[O-])c2)cc1S(=O)(=O)N1CCCCCC1 | -3 | 3 | 1% | 4% | 7% | 2 | -14%
COc1ccc(NC(=O)CSc2nnc(Cc3cccn3C)n2-c2ccc(F)cc2)cc1 | -3 | -14 | 61%[activator] | 0% | 9% | -11 | u
Cc1cccc(OCC(=O)NCCNC(=O)c2ccccn2)c1 | 0 | -6 | -12% | 9% | 8% | 31 | -12%
COc1ccc(-c2n[nH]c(=S)nc2-c2ccc(OC)cc2)cc1 | -4 | -6 | -28% | 17% | 83%[activator] | 32 | -1%
Cc1ccccc1CC(=O)N1CCCC(CNC(=O)c2ccc(F)cc2)C1 (stereo not drawn) | 16 | 34 | -3% | x | -4% | 7 | 0%
COc1ccc2cc(CCOC3CCCCO3)ncc2c1 (stereo not drawn) | x | x | 22% | x | 2% | 90 | 3%
C=CCOC(=O)C1=C(C)NC(SC)=C(C#N)C1c1cccs1 (stereo not drawn) | -5 | -20 | -24% | x | 4% | -4 | -1%
Cc1ccc(S(=O)(=O)Nc2cc(Cl)ccc2-n2cncn2)cc1 | x | x | -2% | x | 11%[11.6 µM] | 140 | -11%
COc1cc2c(cc1OC)CN(C(=O)CSc1n[nH]c(N)n1)CC2 | -2 | -9 | -6% | 2% | -9% | 14 | -9%
Cc1cc(NC(=O)c2noc3c2CCCC3)n(-c2ccccc2)n1 | 1 | 7 | -27% | 2% | 3% | 7 | 2%
CC(C)[C@H](NS(=O)(=O)c1cccc(Cl)c1)C(=O)OCC(=O)N1CCN(c2ccccc2)CC1 | 4 | -12 | 50% | 0% | -4% | 16 | -1%
